# MazF activator: activators of E. coli MazEF toxin-antitoxin RNase, primary screen, biochemical, fluorescence, uHTS. Endoribonuclease toxin MazF (Escherichia coli (strain K12)), P0AE70. activation, % at 20 µM. AID 504720, 2011. FAM/BHQ RNA-DNA oligo cleavage fluorescence, 5 h. hit rate 0.32% among 350,000; in the data active = activation above about 50%
# Target sequence (P0AE70 whole entry, looked up): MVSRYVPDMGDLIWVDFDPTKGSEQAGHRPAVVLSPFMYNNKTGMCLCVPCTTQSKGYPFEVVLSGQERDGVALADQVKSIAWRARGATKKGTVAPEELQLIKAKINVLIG
# Yp Topo-I inh: Yersinia pestis topoisomerase I inhibitors, primary screen, biochemical, cleavage product accumulation, plate reader, single point. activity, % at 10 µM. Y. pestis Topo-I cleavage product accumulation. hit rate 0.064% among 360,000. AID 504884, 2011. DNA topoisomerase I (Yersinia pestis CO92); in the data active = activity above about 50%, passing the limit was not always enough; note: inactives centre near 2
# PriA SSB inh: inhibitors of Klebsiella pneumoniae PriA binding to SSB C-terminal tail, primary screen, biochemical, AlphaScreen | PriA–SSB C-terminal tail interaction (Klebsiella pneumoniae) | AlphaScreen SSBct-PriA binding, biotinylated peptide | inhibition, % at 33 µM | hit rate 0.6% among 430,000; in the data active = inhibition mostly above about 37%, no sharp cut-off; inactive = mostly below about 20%;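 note: plate controls were negative control peptide for no effect and reference peptide for full effect; strong numbers were not always called active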
# DUSP3 inh: VHR1 phosphatase inhibitors, primary screen, biochemical, absorbance, uHTS; recombinant VHR phosphatase, pNPP absorbance; inhibition, % at 13.3 µM; hit rate 0.52% among 290,000; AID 1654, 2009; in the data active = inhibition above about 50%; note: some compounds called inactive have numbers as strong as hits
# Target sequence (P51452 whole entry, looked up): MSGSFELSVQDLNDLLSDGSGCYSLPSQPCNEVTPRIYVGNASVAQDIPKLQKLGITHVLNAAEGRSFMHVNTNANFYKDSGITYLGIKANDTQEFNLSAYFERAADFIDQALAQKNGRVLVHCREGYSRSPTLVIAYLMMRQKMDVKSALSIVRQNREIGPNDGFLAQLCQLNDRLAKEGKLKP
# Rv3671c protease: Rv3671c serine protease inhibitors, primary screen, biochemical, fluorescence polarization, M. tuberculosis H37Rv. hit rate 0.048% among 320,000. inhibition, % at 5.96 µM. P9WHR9; in the data active = inhibition above about 38%;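 note: extracellular domain of Rv3671c used as enzyme; 0% = enzyme with DMSO and 100% = no enzyme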
# Target sequence (P9WHR9 whole entry, looked up, the tested form may be a part): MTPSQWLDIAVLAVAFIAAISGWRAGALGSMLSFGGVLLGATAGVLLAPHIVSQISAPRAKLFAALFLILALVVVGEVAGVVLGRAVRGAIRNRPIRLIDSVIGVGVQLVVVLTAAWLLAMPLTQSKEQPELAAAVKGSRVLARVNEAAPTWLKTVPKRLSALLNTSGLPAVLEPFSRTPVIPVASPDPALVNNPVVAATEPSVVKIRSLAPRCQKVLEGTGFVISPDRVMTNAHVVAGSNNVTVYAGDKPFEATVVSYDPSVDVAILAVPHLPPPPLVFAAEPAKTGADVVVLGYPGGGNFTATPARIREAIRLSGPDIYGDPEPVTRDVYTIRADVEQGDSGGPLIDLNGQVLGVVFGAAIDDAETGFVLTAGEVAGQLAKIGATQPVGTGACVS
# PfHsp40 rescue: rescue of yeast from PfHsp40 toxicity, primary screen, S. cerevisiae, ATP luminescence. AID 504582, 2011. hit rate 0.68% among 340,000. S. cerevisiae expressing PfHsp40, growth rescue. growth rescue, % at 12.5 µM; in the data active = growth rescue above about 28%, passing the limit was not always enough;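 note: yeast W303a lacking pdr1 and pdr3 grown in galactose medium; growth measured after three days at 30 °C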
# Anthrax LF prot: Bacillus anthracis LF protease inhibitors, primary screen, biochemical, multiplex microsphere, MLPCN library; inhibition, % at 10 µM; AID 588501, 2011; Lethal factor (Bacillus anthracis), P15917; hit rate 0.12% among 360,000; multiplex microsphere protease cleavage assay; in the data active = inhibition above about 30%; note: plate controls were buffer without enzyme for full effect and enzyme alone for no effect
# BH1578 lux ind: inducers of Vibrio cholerae quorum light production without autoinducers, primary screen, BH1578 luxS cqsA deficient, single point; activation, % at 18.7 µM; AID 588436, 2011; V. cholerae BH1578 lux reporter, luminescence, 6 h; hit rate 0.16% among 350,000; in the data active = activation mostly above about 9.7%, no sharp cut-off; note: not every result past the cut was called active; inactives centre near 0; reference of the scale not given here
# TcdB GH inh: TcdB glycohydrolase inhibitors, primary screen, biochemical, single point, plate reader | inhibition, % at 9.99 µM | TcdB glycohydrolase enzymatic assay | AID 652162, 2013 | Toxin B (Clostridioides difficile), P18177 | hit rate 0.24% among 350,000; in the data active = inhibition above about 10%
# 3CLpro inhibitor: SARS-CoV 3CLpro protease inhibitors, primary screen, biochemical, quenched FRET. Replicase polyprotein 1ab (Severe acute respiratory syndrome coronavirus), P0C6X7. recombinant SARS-CoV 3CLpro, quenched FRET peptide cleavage. inhibition, % at 6 µM. hit rate 0.14% among 290,000. AID 1706, 2009; in the data active = inhibition above about 12%
# An asterisk follows results filed as active; i = inactive; nt = not tested or not shown; & = joins results of further samples. Only part of the results is shown; rates above refer to the full screens.
SMILES,MazF activator,Yp Topo-I inh,PriA SSB inh,DUSP3 inh,Rv3671c protease,PfHsp40 rescue,Anthrax LF prot,BH1578 lux ind,TcdB GH inh,3CLpro inhibitor
COC(=O)c1ccc(CNC(=O)C2CCC(=O)N(Cc3cccc(F)c3)C2)cc1 (stereo unspecified),6,-1,-11,30,4,0.1,1,-0.1,2.6,2
CC(C)=NOc1cc(NC(=O)CCl)cc([N+](=O)[O-])c1,3,-14,0,-11,3,1.8,2,-0.1,nt,1
CCCN(CCC)C(=O)C1CCCN1S(=O)(=O)c1cccc2nsnc12 (stereo unspecified),6,0,1,18,-2,-0.1,-1,-0.6,0.7,0
O=C(NCCc1cccc(C(F)(F)F)c1)C1CCC(=O)N(CCc2cccc(F)c2)C1 (stereo unspecified),2,11,-1,5,2,0.0,0,-0.3,-4.3,1
COc1ccc2c(c1)c1nc3n(c(=O)c1n2CC(=O)Nc1ccccc1)CCS3,33,6,-12,-14,-6,-1.9,0,i,-0.4,3
CC(O)c1cccc(NC(=O)Nc2cccc(NC(=O)Nc3cccc(C(C)O)c3)c2)c1 (stereo unspecified),-2,0,5,14,nt,-2.1,-1,-5.6,0.7,4
COc1ccc(CNCCC2(O)CC(C)N(C)CC2C)cc1OC (stereo unspecified),6,-1,-11,5,3,-1.1,6,0.7,3.0,-5
Nc1c(C(=O)NCc2ccccc2)sc2nc3c(cc12)C(=O)CCC3,5,9,-7,10,-30,-0.4,-1,i,nt,4
Cc1cccc(NC(=O)c2cccc(NC(=O)c3ccccc3)c2)n1,8,-3,4,11,-3,-0.8,-19,-0.2,1.5,-5
CCOC(=O)CN1C(=O)N[C@@H](CCc2ccccc2)C(C(=O)OC)=C1C,-10,-2,4,nt,3,0.8,-9,i,0.7,nt
CCOCCCNC(=O)CCn1nc(-c2ccc(Cl)cc2)ccc1=O,-7,6,-2,-25,7,0.0,-4,i,0.4,-2
CCN1C(=O)[C@@H]2[C@@H](c3ccc(-c4ccc(OC)cc4)cc3)N3CCCC[C@@]3(C(=O)OC)[C@@H]2C1=O,-25,-1,12,nt,0,-0.1,3,i,-3.0,nt
COc1ccccc1N(CC(=O)N(c1ccccc1)C(C)C)S(=O)(=O)c1cccs1,11,3,-2,17,5,0.5,0,1.7,-0.1,-3
COCOc1ccc(-c2ncc(OCCN3CCCC3=O)nc2NC(=O)c2cc3ccccc3s2)cc1,nt,26,nt,nt,nt,nt,-14,i,-0.5,nt
COc1cccc(-c2cnc(C(O)c3cc(C)ccc3C)[nH]2)c1 (stereo unspecified),nt,2,nt,nt,nt,nt,-4,-0.6,1.4,nt
O=C1N/C(=N/c2ccccn2)SC1Cc1ccccc1 (stereo unspecified),4,3,nt,-3,-7,0.3,4,i,nt,-2
COc1ccc(C(=O)CCS(=O)(=O)c2ccc(C)cc2)cc1,-3,14,-5,50,3,0.4,5,i,-1.0,0
Cc1nn(Cc2ccc(F)cc2)c2sc(C(=O)Nc3ccccc3N3CCOCC3)cc12,8,11,-3,17,-3,0.5,-3,1.5,0.5,0
Cc1ccccc1NC(=O)CSc1ccc2nnc(-c3ccccn3)n2n1,-2,-1,-5,16,-2,-0.2,-3,-0.5,1.6,-2
CN(C)CCN1C(=O)c2oc3ccccc3c(=O)c2C1c1ccc(F)cc1 (stereo unspecified),-2,1,-15,10,-5,0.9,-4,-0.9,nt,-7
Cc1ccc(NC(=O)CN2CCCC2c2cccn2C)c(Br)c1 (stereo unspecified),1,31,-11,nt,-4,1.0,2,i,1.7,nt
O=C(O)c1cccc(Nc2cc(Cl)c3nonc3c2[N+](=O)[O-])c1,4,-4,1,14,2,0.9,2,-0.3,-1.2,6
Cc1ccc(C)c(-c2cc(C(=O)Nc3sc(C)c(C)c3C(N)=O)c3ccccc3n2)c1,6,12,-1,8,-20,0.7,0,i,nt,-2
CC1(C)CC(=O)C2=C(C1)OC(N)=C([N+](=O)[O-])C2c1ccc(C#N)s1 (stereo unspecified),6,-4,8,0,-3,1.3,-3,-1.6,0.8,-2
CC1(Oc2ccc(Cl)cc2)CCN(Cc2cccn2-c2nccs2)C1 (stereo unspecified),nt,14,nt,nt,nt,nt,-4,-2.5,1.3,nt
CCOC(=O)c1c(C)sc2c1N(C(=O)CN1CCOCC1)c1cc(Cl)ccc1S2,3,23,1,32,11,4.9,0,-0.9,nt,1
Cc1ccc(S(=O)(=O)c2nc(Nc3nccs3)sc2Cl)cc1,-2,0,-8,0,-1,2.1,-5,-3.3,nt,1
CC(C)/C=C/C(=O)N1CCCC(N2CCN(c3ccccc3F)CC2)C1 (stereo unspecified),6,10,-8,-7,3,-0.3,-1,-0.8,0.2,3
CC1=NN(C(N)=S)C(=O)C1N=Nc1cccc(Cl)c1 (stereo unspecified),4,-2,5,14,23,1.4,-2,i,-0.6,-1
COc1ccccc1CNc1ncnc2c1nnn2Cc1ccccc1,-6,28,-6,-7,-4,0.2,-5,4.8,nt,-1
C/C(=N\O)c1ccn(S(=O)(=O)c2ccc(Cl)cc2)c1,-4,-2,nt,31,9,0.3,1,0.6,1.4,-1
N#C/C(=C\c1ccccc1)C(=O)NNS(=O)(=O)c1ccc(Br)cc1,-6,-5,-10,nt,-1,0.7,-7,i,-2.9,nt
COc1ccc2cc(C(=O)C3CCCN(C(=O)c4cncs4)C3)ccc2c1 (stereo unspecified),1,26,-8,10,-18,0.5,-4,-0.5,0.0,3
N#C/C(=C\c1ccccc1)C(=O)N(c1ccccn1)C1CCCCC1,1,-3,-8,-4,9,2.1,1,1.7,nt,-2
CC(C)OCCCNC(=O)COCC(=O)Nc1ccc(OCCc2ccccc2)cc1,0,37,-3,-18,-4,-0.9,-9,i,1.6,-1
Cc1ccsc1C(=O)OCC(=O)NC1CCCC(C)C1C (stereo unspecified),6,1,-2,nt,-3,1.0,5,-2.7,4.1,nt
N#Cc1ccc(NC(=O)NN2CCCCCC2)cc1,6,-11,-2,nt,nt,0.9,-4,4.3,1.0,nt
CCc1ccc(NC(=S)N2CCN(c3cccc(OC)c3)CC2)cc1,4,-1,-2,-6,6,0.5,0,0.4,1.4,-2
COc1ccc(C2/C(=C(/O)c3ccc4c(c3)CC(C)O4)C(=O)C(=O)N2Cc2cccnc2)cc1 (stereo unspecified),9,-1,nt,6,-12,-2.7,0,-0.3,0.9,-3
Cn1c(=O)oc2cc(S(=O)(=O)N3CCCC(C(=O)Nc4ccc5c(c4)OCCO5)C3)ccc21 (stereo unspecified),-2,15,-18,5,0,-0.7,0,-0.2,1.0,-3
COc1ccc(-c2nnc(-c3ccccc3O)o2)cc1,9,1,-10,-15,1,2.8,14,i,1.0,0
O=C(O)c1ccc(NC(=O)C2CCN(S(=O)(=O)c3ccc4c(c3)OCCO4)CC2)cc1,0,4,nt,nt,nt,nt,5,i,0.4,nt
COc1cccc(OCC(=O)NNC(=O)c2ccc(-c3ccccc3)cc2)c1,-13,2,-8,6,-20,-0.7,0,1.8,nt,3
CC(OC(=O)c1ccco1)C(=O)Nc1ncc(Cl)cc1Cl (stereo unspecified),8,-4,-13,nt,5,-0.6,-3,i,0.2,nt
C=Cc1ccc(CN2CCCN(Cc3ccc(Cl)cc3)S2(=O)=O)cc1,1,14,1,2,-2,-0.9,-10,i,1.8,3
CC(C)(C)NC(=O)COC(=O)/C=C/c1ccccc1[N+](=O)[O-],-2,3,-11,26,14,-1.1,-1,i,nt,-1
Cc1cccc(OCCC(=O)NCC(c2ccco2)N2CCCCC2)c1 (stereo unspecified),-5,8,0,27,1,0.3,-1,-1.9,nt,1
Cc1cc(OC(=O)c2ccco2)c2c(C)cc(=O)oc2c1,5,7,-4,1,47*,-0.8,-1,-0.6,nt,1
CCN(CC(=O)Nc1ccc2c(c1)OCCO2)S(=O)(=O)c1cccs1,-2,6,9,27,-3,0.0,nt,i,nt,1
COc1ccc(-c2nc3ccccc3[nH]2)cc1,2,0,-12&-1,24,6,-1.8,-2,-7.1,9.1,1

# (next part)
SMILES,MazF activator,Yp Topo-I inh,PriA SSB inh,DUSP3 inh,Rv3671c protease,PfHsp40 rescue,Anthrax LF prot,BH1578 lux ind,TcdB GH inh,3CLpro inhibitor
Nn1c(-c2cccc([N+](=O)[O-])c2)nc2ccccc2c1=O,9,9,-1,9,-5,2.6,1,i,1.3,-3
CC(C(=O)NCCCc1ccccc1)c1ccc([N+](=O)[O-])cc1 (stereo unspecified),2,5,-18,12,8,3.9,0,-0.3,0.6,-6
COc1ccccc1OCCCCn1ncc2ccc(OC)c(OC)c2c1=O,7,6,-7,nt,-3,0.8,8,-1.6,0.0,-1
NNc1nc2c(-c3cccc(C(F)(F)F)c3)nnn2c2ccccc12,1,0,-15,-2,nt,0.9,3,-0.7,1.0,3
COc1ccccc1C(=O)NCc1ccccn1,4,2,-1,29,2,-0.1,-9,-0.3,0.6,3
O=C(N/N=C/C=C/c1ccco1)C(O)c1ccccc1 (stereo unspecified),6,-6,nt,nt,5,0.1,-2,i,nt,0
C=CCn1c(CCC(O)COCCC)n[nH]c1=S (stereo unspecified),2,2,-2,18,9,-1.3,-6,-0.1,0.3,0
Cc1cccc(C(=O)OCC(=O)NC2CC2)c1O,2,4,-5,nt,2,-0.4,-7,-2.9,2.6,nt
CCOc1ccc(S(=O)(=O)N2CCOCC2)cc1NC(=O)CCOc1ccc(C(C)(C)C)cc1,-3,23,7,nt,nt,6.5,-5,i,1.0,nt
Cc1noc(/C=C/N(C)C)c1S(=O)(=O)N1CCC(C(=O)O)CC1,2,5,-10,15,5,1.2,-11,-0.2,-6.2,3

# Among those listed so far, four have a furan ring, fused or not:
SMILES,MazF activator,Yp Topo-I inh,PriA SSB inh,DUSP3 inh,Rv3671c protease,PfHsp40 rescue,Anthrax LF prot,BH1578 lux ind,TcdB GH inh,3CLpro inhibitor
CC(OC(=O)c1ccco1)C(=O)Nc1ncc(Cl)cc1Cl (stereo unspecified),8,-4,-13,nt,5,-0.6,-3,i,0.2,nt
Cc1cccc(OCCC(=O)NCC(c2ccco2)N2CCCCC2)c1 (stereo unspecified),-5,8,0,27,1,0.3,-1,-1.9,nt,1
Cc1cc(OC(=O)c2ccco2)c2c(C)cc(=O)oc2c1,5,7,-4,1,47*,-0.8,-1,-0.6,nt,1
O=C(N/N=C/C=C/c1ccco1)C(O)c1ccccc1 (stereo unspecified),6,-6,nt,nt,5,0.1,-2,i,nt,0

# The list continues:
SMILES,MazF activator,Yp Topo-I inh,PriA SSB inh,DUSP3 inh,Rv3671c protease,PfHsp40 rescue,Anthrax LF prot,BH1578 lux ind,TcdB GH inh,3CLpro inhibitor
COc1ccccc1NC(=O)COC(=O)/C=C/c1cccs1,8,17,-15,nt,-6,1.0,-6,1.9,3.6,nt
CCCN(C(=O)c1cccc(S(=O)(=O)N2CCN(Cc3ccccc3)CC2)c1)C1CCS(=O)(=O)C1 (stereo unspecified),-1,19,1,nt,3,0.1,4,i,1.5,nt
CC(=O)N(/N=C/c1cccc(C)c1)c1nc(-c2ccc(Br)cc2)cs1,8,14,nt,0,-12,-1.2,3,-0.3,nt,4
CCC(C)NC(=O)CSc1nc2c(sc3ccccc32)c(=O)n1CCCN1CCOCC1 (stereo unspecified),1,-7,-7,-19,-4,-1.2,-11,i,0.6,2
COc1cc2c(cc1OC)[C@@H](Cc1ccc(OCCC#N)cc1)N(C)CC2,7,12,11,9,-5,0.2,-1,i,0.4,0
COc1ccc2c(C(=O)CN3CCN(c4ccccc4)CC3)c[nH]c2c1,30,2,-9,16,-12,-0.5,-2,-0.2,nt,-6
